mIAP inh: inhibitors of mouse IAP, primary screen, biochemical, luminescence, uHTS. intestinal alkaline phosphatase [Mus musculus]. purified mouse IAP, CDP-Star luminescence, 30 min. inhibition, % at 10 µM. 330,000 compounds, 0.2% hits;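 active = inhibition of at least 40% at 10 µM in the primary screen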;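 note: plate controls were DMSO with enzyme for no effect and no enzyme wells for full effect; values of inactives mirror those of a sister screen read the other way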
A3G deaminase: APOBEC3G DNA deaminase inhibitors, primary screen, biochemical, fluorescence, single-stranded DNA substrate, uHTS; AID 493012, 2011; recombinant A3G, ssDNA deamination FAM/TAMRA fluorescence; DNA dC->dU-editing enzyme APOBEC-3G (Homo sapiens), Q9HC16; 330,000 compounds, 0.28% hits; inhibition, % at 20 µM;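 active = inhibition of at least 40% at 20 µM, with no more than 30% in the related APOBEC3A deaminase screen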;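 note: plate controls were DMSO wells with A3G for no effect and wells lacking A3G enzyme for full effect; some compounds called inactive have numbers as strong as hits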
Target sequence (Q9HC16 whole entry, looked up): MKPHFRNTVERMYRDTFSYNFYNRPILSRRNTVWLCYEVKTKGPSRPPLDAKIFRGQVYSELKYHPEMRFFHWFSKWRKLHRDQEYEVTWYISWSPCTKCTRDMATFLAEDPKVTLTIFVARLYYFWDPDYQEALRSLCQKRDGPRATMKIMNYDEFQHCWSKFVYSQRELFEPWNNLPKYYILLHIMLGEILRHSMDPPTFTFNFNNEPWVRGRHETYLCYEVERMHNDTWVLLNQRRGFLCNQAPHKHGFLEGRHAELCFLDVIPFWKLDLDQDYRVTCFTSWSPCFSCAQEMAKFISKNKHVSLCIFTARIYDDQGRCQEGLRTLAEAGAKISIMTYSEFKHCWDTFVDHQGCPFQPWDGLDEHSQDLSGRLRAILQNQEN
hIAP block: human IAP inhibitors, primary screen, biochemical, luminescence, uHTS. Intestinal-type alkaline phosphatase (Homo sapiens), P09923. purified IAP, CDP-Star luminescence, 30 min. inhibition, % at 10 µM. 330,000 compounds, 0.12% hits. AID 2544, 2010;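 active = inhibition reaching a set limit with compound at 10 µM in the primary screen, cut at about 35% in these data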;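 note: plate controls were DMSO wells with enzyme for no effect and no-enzyme buffer wells for full effect; values of inactives mirror those of a sister screen read the other way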
Target sequence (P09923 whole entry, looked up): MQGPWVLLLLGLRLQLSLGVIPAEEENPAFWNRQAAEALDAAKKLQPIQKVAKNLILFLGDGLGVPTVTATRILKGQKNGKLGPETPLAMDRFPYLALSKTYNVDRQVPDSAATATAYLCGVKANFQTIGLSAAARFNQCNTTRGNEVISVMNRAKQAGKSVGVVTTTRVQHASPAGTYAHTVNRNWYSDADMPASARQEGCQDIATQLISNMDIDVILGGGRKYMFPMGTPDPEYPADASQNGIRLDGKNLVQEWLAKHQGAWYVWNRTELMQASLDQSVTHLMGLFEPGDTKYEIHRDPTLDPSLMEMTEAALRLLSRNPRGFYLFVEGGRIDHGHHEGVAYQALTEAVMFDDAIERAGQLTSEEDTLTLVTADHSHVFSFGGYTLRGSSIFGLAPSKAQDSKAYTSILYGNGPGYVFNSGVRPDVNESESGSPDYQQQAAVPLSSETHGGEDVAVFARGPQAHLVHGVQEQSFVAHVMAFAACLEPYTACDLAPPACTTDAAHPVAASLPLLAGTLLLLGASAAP
GRIN3A LBD mod: binders of NR3A ligand-binding domain, primary screen, biophysical, differential scanning fluorimetry, uHTS; NR3A LBD differential scanning fluorimetry, Tm shift; 0% = protein alone, 100% = glycine-bound protein; Tm shift relative to glycine control, % at 25 µM; 340,000 compounds, 2.5% hits;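 active = melting temperature shift of at least 10% of the positive control shift, at one fixed dose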
MPTP block: mitochondrial permeability transition pore inhibitors, primary screen, biochemical, isolated mouse mitochondria, absorbance; Ca2+ swelling absorbance, 30 min; inhibition, % at 10 µM; 360,000 compounds, 1.4% hits; AID 602449, 2012;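 active = inhibition of 50% or more, scaled per plate between neutral and stimulator controls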;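 note: 0% = DMSO wells given calcium and 100% = 1 mM EGTA wells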
A3A deaminase: APOBEC3A ssDNA deaminase inhibitors, primary screen, selectivity assay for APOBEC3G inhibitor project, biochemical, FAM/TAMRA oligo cleavage fluorescence; 330,000 compounds, 0.41% hits; inhibition, % at 20 µM; recombinant A3A, FAM/TAMRA ssDNA deamination fluorescence; DNA dC->dU-editing enzyme APOBEC-3A (Homo sapiens), P31941;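 active = at least 40% inhibition at 20 µM here, with at most 30% in a related deaminase screen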;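 note: plate controls were A3A with DMSO for no effect and wells lacking A3A enzyme for full effect; some results filed as inactive read as strong as hits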
Target sequence (P31941 whole entry, looked up): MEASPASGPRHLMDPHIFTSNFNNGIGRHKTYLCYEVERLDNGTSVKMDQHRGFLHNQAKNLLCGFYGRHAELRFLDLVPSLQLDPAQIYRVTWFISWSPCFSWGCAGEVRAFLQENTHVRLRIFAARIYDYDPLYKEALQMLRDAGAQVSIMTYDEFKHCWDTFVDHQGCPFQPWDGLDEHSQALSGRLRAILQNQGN
mIAP act: activators of mouse IAP, primary screen, biochemical, luminescence, uHTS. muIAP, CDP-Star luminescence, 30 min; hits give high values; 1 = vehicle-only enzyme signal, 0 = enzyme-free wells. intestinal alkaline phosphatase [Mus musculus]. 330,000 compounds, 0.24% hits. activation factor at 10 µM;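 active = activation factor of at least 2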; note: the source names both 10 and 20 µM as test concentration; values of inactives mirror those of a sister screen read the other way
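Assay system: mouse IAP enzyme; reagent: chemiluminescent substrate CDP-Star; dosing: test compounds delivered from DMSO solution; schedule: 30 min at room temperature; measured by: luminescence from enzymatic CDP-Star hydrolysis; controls: DMSO-only wells and no-enzyme negative control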
beta cell repl: inducers of MIN6 beta-cell proliferation, primary screen, ATP luminescence, uHTS. AID 2380, 2010. 330,000 compounds, 0.29% hits. proliferation, % at 10 µM. MIN6 cells proliferation, ATPlite luminescence, 48 h; cells starved in 0.2% serum; 100% = growth in 10% serum;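 active = compounds whose signal lies at least 3.5 SD above the mean of all wells on their plate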;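 note: 0% = DMSO-treated cells in low-serum medium and 100% = 10% serum control; some compounds called inactive have numbers as strong as hits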
hIAP activ: human IAP activators, primary screen, biochemical, luminescence, uHTS; AID 2524, 2010; activation factor at 10 µM; purified human IAP, CDP-Star luminescence, 30 min; hits give high values; 1 = vehicle-only enzyme, 0 = enzyme-free background; Intestinal-type alkaline phosphatase (Homo sapiens), P09923; 330,000 compounds, 0.16% hits;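 active = activation factor of the enzyme at least 2-fold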; note: the source names both 10 and 20 µM as test concentration; values of inactives mirror those of a sister screen read the other way
Active calls of the source: *; / = no result given. Compounds as they come; overall some 5% were active at least once.

SMILES | mIAP inh | A3G deaminase | hIAP block | GRIN3A LBD mod | MPTP block | A3A deaminase | mIAP act | beta cell repl | hIAP activ
O=c1nc2ccc(Cl)cn2c2ccc(S(=O)(=O)N3CCCCC3)cc12 | 12 | -1 | 13 | -1 | -1.0 | -1 | 0.88 | -2 | 0.87
Cc1ccc(S(=O)(=O)N2CCN(C(C)C)CC2)cc1 | -4 | -4 | 7 | 0 | -1.6 | 0 | 1 | 2 | 0.93
O=C(CCNS(=O)(=O)c1ccc(Cl)cc1)N1CCN(c2ccccn2)CC1 | -10 | 1 | 4 | -1 | -0.3 | 1 | 1.1 | -2 | 0.96
COc1ccc(C(CNC(=O)c2cc(SC)ccc2Cl)N(C)C)cc1 (centres undefined) | 3 | -4 | -4 | -1 | 3.6 | 4 | 0.97 | -1 | 1
Cc1c(NC(=O)c2cnn3c2NC(c2ccco2)CC3C(F)(F)F)c(=O)n(-c2ccccc2)n1C (centres undefined) | -2 | 4 | -20 | 0 | -0.9 | -4 | 1 | -1 | 1.2
CC(NC(=O)c1cc2c(=O)n(C)c3ccccc3c2n1C)c1ccc2c(c1)OCCO2 (centres undefined) | 4 | -5 | 15 | 2 | 0.5 | 1 | 0.96 | 2 | 0.85
CCCCOC(=O)Nc1ccc(C(C)C)cc1 | 36 | -5 | 12 | 5 | -0.3 | -1 | 0.64 | -1 | 0.88
O=C(NCCc1ccccc1)c1coc(=O)c(Br)c1 | 5 | -9 | 12 | 1 | 0.2 | -2 | 0.95 | -4 | 0.88
CCNC(=S)N(Cc1ccc(OC)cc1)C1CC(=O)N(c2ccc(OCC)cc2)C1=O (centres undefined) | -5 | 6 | 11 | 18* | -2.7 | 2 | 1 | -1 | 0.89
Cc1cc(C)cc(OCC(=O)Nc2nc(-c3ccccn3)cs2)c1 | 9 | -6 | -39 | 4 | 0.0 | -2 | 0.91 | -4 | 1.4
O=Cc1ccccc1OCc1nnsc1Cl | 7 | -6 | 0 | 0 | -1.2 | -4 | 0.93 | 0 | 1
Fc1ccc(Oc2cc(N3CCOCC3)nc(-c3ccccc3)n2)c(F)c1 | 0 | 4 | 5 | -1 | 2.5 | -3 | 1 | -1 | 0.95
COc1ccc(NC(C)=O)cc1CNC(=O)COc1c(C)c(C)cc(C)c1C | -5 | 9 | 3 | 7 | 2.6 | -3 | 1 | 0 | 0.97
COc1cccc(N(CC(=O)NC2CCCCCC2)S(=O)(=O)c2ccccc2)c1 | 6 | -1 | -32 | 2 | 0.9 | -3 | 0.94 | -2 | 1.3
NC(=O)c1coc(-c2ccccc2)n1 | 1 | -3 | 4 | 0 | 0.0 | 0 | 0.99 | 0 | 0.96
COCCOC(=O)C1=C(C)OC(N)=C(C#N)C1c1ccco1 (centres undefined) | 0 | -3 | 4 | 0 | -2.4 | -2 | 1 | 0 | 0.96
Cc1sc2ncn(CC(=O)NCc3ccco3)c(=O)c2c1-c1ccccc1 | 16 | -7 | -8 | -3 | 2.1 | 0 | 0.84 | -2 | 1.1
O=C(N/N=C/c1cccnc1)c1cc(-c2ccccc2OCc2ccccc2)n[nH]1 | 16 | -4 | 2 | 0 | -0.7 | -2 | 0.84 | -1 | 0.98
Cn1cc(Cl)c(/C=C(\C#N)S(=O)(=O)c2ccccc2)n1 | -1 | -1 | 8 | 1 | -4.7 | -2 | 1 | -2 | 0.92
CN1CCN(c2ccccc2NC(=O)Cn2ncc3c([nH]c4ccccc43)c2=O)CC1 | 6 | -2 | -4 | -1 | -1.7 | 0 | 0.94 | -3 | 1
CCCc1[nH]nc2c1C(CCc1ccccc1)C(C#N)=C(N)O2 (centres undefined) | -2 | -3 | -12 | -17 | 7.1 | -2 | 1 | -1 | 1.1
COc1ccc(/C(O)=C2/C(=O)C(=O)N(CCCC(=O)O)C2c2ccc(OC)c(OC)c2)cc1 (centres undefined) | -5 | -4 | 0 | 2 | 0.2 | -4 | 1 | 0 | 1
Cc1cc(OCC(=O)NCCCN2CCOCC2)c2c(C)cc(=O)oc2c1 | 1 | -3 | -21 | -2 | 11 | -2 | 0.99 | -1 | 1.2
Cc1ccc(CNC(=O)C2CCC(=O)N2CCc2ccccc2)cc1 (centres undefined) | 8 | -3 | 0 | 1 | 1.2 | 1 | 0.92 | 0 | 1
Cc1cccc(Nc2nc(N)nc(CN3CCN(Cc4ccc5c(c4)OCO5)CC3)n2)c1 | 0 | -2 | 18 | 2 | -1.5 | 0 | 1 | 2 | 0.82
COc1cc(/C=C/C(=O)Nc2ccncc2)cc(OC)c1OC | -1 | -6 | 11 | -1 | -2.4 | 0 | 1 | 0 | 0.89
CCCCNC(=O)c1cc2cccc([N+](=O)[O-])c2[nH]1 | 5 | -5 | -6 | -3 | 9.8 | -5 | 0.95 | -2 | 1.1
Cc1cc(C)n(C(=O)CSc2ccc(Cl)cc2)n1 | 1 | -1 | 10 | 1 | 0.6 | -2 | 0.99 | -1 | 0.9
Cc1noc(C)c1CSc1nc2ccccc2n1C | -5 | -4 | 12 | 1 | -0.5 | -4 | 1 | 2 | 0.88
O=C(Oc1nsnc1N1CCCCC1)N1CCOCC1 | 0 | -2 | 6 | 1 | 1.1 | -5 | 1 | 1 | 0.94
Cc1cccc(NC(=O)CCN2CCC(C)CC2)c1 | -1 | -5 | 14 | 0 | 0.3 | -7 | 1 | 1 | 0.86
O=C1NC(c2ccccc2)=C(c2ccc3ccccc3n2)C(c2ccccc2)N1 (centres undefined) | -2 | -3 | -8 | -5 | 2.0 | 0 | 1 | -2 | 1.1
COc1ccc(CNC(=O)COC(=O)C2(C)CC2(Cl)Cl)cc1 (centres undefined) | -1 | -7 | 9 | 0 | 0.4 | 4 | 1 | 3 | 0.91
CCOC(=O)c1cnc2c(N=Nc3ccccc3)c(N)nn2c1N | -1 | -1 | -9 | -4 | 2.3 | 0 | 1 | -3 | 1.1
CCCn1nnc(NC(=O)c2ccc3ccccc3c2)n1 | -2 | 2 | -13 | -1 | -0.5 | -7 | 1 | -4 | 1.1
Cc1ccc(-c2cnc(NC(=O)CCC(=O)N3CCCCC3)n2C)cc1 | -16 | 1 | 0 | -1 | -0.2 | 0 | 1.2 | 2 | 1

Looked up above.
CCNC(=S)N(Cc1ccc(OC)cc1)C1CC(=O)N(c2ccc(OCC)cc2)C1=O (centres undefined) in mIAP act has 1
CN1CCN(c2ccccc2NC(=O)Cn2ncc3c([nH]c4ccccc43)c2=O)CC1 in MPTP block has -1.7
O=C(NCCc1ccccc1)c1coc(=O)c(Br)c1 in mIAP act has 0.95
COc1cccc(N(CC(=O)NC2CCCCCC2)S(=O)(=O)c2ccccc2)c1 in mIAP inh has 6
CCCc1[nH]nc2c1C(CCc1ccccc1)C(C#N)=C(N)O2 (centres undefined) in mIAP act has 1

The listing continues.
SMILES | mIAP inh | A3G deaminase | hIAP block | GRIN3A LBD mod | MPTP block | A3A deaminase | mIAP act | beta cell repl | hIAP activ
Cc1[nH]c2ccccc2c1/C=N/NC(=O)CNC(=O)c1ccco1 | -4 | -5 | -19 | 1 | 0.0 | -2 | 1 | 2 | 1.2
C[C@]12c3[nH]c4ccc(Cl)cc4c3CCN1C(=O)[C@@H](CC(=O)NCc1cccc(C(F)(F)F)c1)C[C@@H]2C(=O)N1CCOCC1 | -18 | -1 | / | -3 | 1.3 | -1 | 1.2 | / | /
CCN(C(=O)CSc1nccn1C)c1cccc2ccccc12 | 4 | -6 | 0 | -3 | -2.1 | -3 | 0.96 | 3 | 1
COc1ccc(C2CC(=O)Oc3c(C(CCN4CCCC(C)C4)c4ccc(N(C)C)cc4)c(OC)cc(OC)c32)cc1 (centres undefined) | -2 | 20 | -28 | -1 | -0.2 | -2 | 1 | -7 | 1.3
CC(C(=O)Nc1ccccc1Sc1ccccc1)N(c1ccccc1)S(C)(=O)=O (centres undefined) | 8 | -5 | -10 | 1 | -0.8 | 0 | 0.93 | -1 | 1.1
CCCOC(=O)/C=C/c1c(C)[nH]c(=O)[nH]c1=O | 2 | -4 | 7 | -2 | 1.4 | 1 | 0.98 | 0 | 0.93
Cc1ccc(C(=O)Nc2ccccc2N2CCN(C(=O)C(C)C)CC2)cc1C | 17 | -1 | 15 | 0 | -0.5 | -1 | 0.83 | -1 | 0.85
C#CCN(C)CCCOc1ccc(Cl)cc1Cl | 0 | -5 | -5 | 7 | 0.0 | 0 | 1 | 7 | 1.1
CSc1cccc(NC(=O)Cn2cccc2)c1 | 10 | -5 | 0 | 1 | -0.8 | -1 | 0.9 | 0 | 1
COc1ccc(N2CCN(C(=O)COC(=O)c3oc4ccc(OC)cc4c3C)CC2)cc1 | 6 | -7 | -10 | 1 | -2.0 | 0 | 0.94 | -5 | 1.1
CCCCOC(=O)c1ccc(NC(=O)COC(=O)C2CSC3(C)CCC(=O)N23)cc1 (centres undefined) | -4 | 2 | 4 | 0 | -0.5 | 1 | 1 | -3 | 0.96
CC(C)CC(=O)NC(=S)Nc1ccc(CN2CCOCC2)cc1 | -13 | -3 | 1 | -1 | 2.5 | -1 | 1.1 | 0 | 0.99

Two records drawn at random from the list so far, as already listed:
SMILES | mIAP inh | A3G deaminase | hIAP block | GRIN3A LBD mod | MPTP block | A3A deaminase | mIAP act | beta cell repl | hIAP activ
Cc1ccc(C(=O)Nc2ccccc2N2CCN(C(=O)C(C)C)CC2)cc1C | 17 | -1 | 15 | 0 | -0.5 | -1 | 0.83 | -1 | 0.85
CC(C)CC(=O)NC(=S)Nc1ccc(CN2CCOCC2)cc1 | -13 | -3 | 1 | -1 | 2.5 | -1 | 1.1 | 0 | 0.99

Following part.
SMILES | mIAP inh | A3G deaminase | hIAP block | GRIN3A LBD mod | MPTP block | A3A deaminase | mIAP act | beta cell repl | hIAP activ
O=C(c1ccco1)N1CCN(c2c(-c3ccccc3)c3cc(Cl)ccc3[nH]c2=O)CC1 | 2 | -5 | 15 | -18 | 0.4 | 0 | 0.98 | -5 | 0.85
O=C(c1ccc2ccccc2n1)N1CCN(c2ccccc2O)CC1 | 0 | 0 | 21 | -8 | 0.9 | 0 | 1 | -2 | 0.79
COc1cc(CO)ccc1OCC(=O)Nc1cccc2ccccc12 | 1 | 1 | -24 | 1 | 0.0 | 4 | 0.99 | -1 | 1.2
CC(NC(=O)c1cc(F)c(F)cc1Cl)C1CC2CCC1C2 (centres undefined) | 3 | -7 | -2 | 2 | -2.7 | 0 | 0.97 | 0 | 1
O=C(CO)N/N=C/c1ccccc1F | -6 | -3 | -3 | 1 | 0.1 | 0 | 1.1 | -3 | 1
CCN(CC)c1ccc(/C=N/NC(=O)c2ccoc2C)cc1 | -3 | -9 | -26 | 1 | 5.9 | -4 | 1 | -3 | 1.3
O=C(Cc1cccs1)N/N=C/c1ccc(OCc2ccccc2)cc1 | -12 | -6 | -28 | 2 | 4.8 | -4 | 1.1 | -3 | 1.3
CN(C(=O)COC(=O)c1cc(S(=O)(=O)N(C)C)ccc1Cl)C1CCS(=O)(=O)C1 (centres undefined) | 6 | -1 | -8 | 0 | -0.3 | 5 | 0.94 | 4 | 1.1
